# Screening results from PubChem BioAssay.
# HT1080-NT tox – qHTS for induction of synthetic lethality in tumor cells producing 2HG: qHTS for the HT-1080-NT fibrosarcoma cell line | hit rate 1.6% among 360,000 | Potency, µM (titrated, usually from 46.1 µM), for the others: at the highest dose activity, negative = less viability, most hits filed as cytotoxic | HT-1080-NT fibrosarcoma viability, CellTiter-Glo ATP luminescence, 48 h;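 further: NT is the 2HG producing partner of a matched IDH1 knockdown line; potency means the concentration at half of the fitted maximal effect; 0% = DMSO-treated cells and -100% = media-only wells without cells; nearly all actives have a fitted effect of over 55% in size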
#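 Read-out is CellTiter-Glo luminescence after 10 minutes at room temperature, following 48 hours' compound treatment of HT-1080-NT cells (750 cells/well, RPMI, 5% FBS, 37 degrees C).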
# ATXN2 expr inh – Primary qHTS for Inhibitors of ATXN expression. HEK-293 ATXN2-luciferase reporter, luminescence, 24 h. Potency, µM (series often up to 57 µM), without a hit: at the highest dose activity change, negative = inhibition, usual class: inhibitors. hit rate 0.72% among 360,000. AID 1745845, 2022; further: potency means the concentration at half of the fitted maximal effect; on the % scale 0 is the no-effect control and ±100 the full control effect; nearly all actives have a fitted effect of over 55% in size
#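 qHTS (up to 57 uM final) was run with 24 h compound exposure of reporter cells at 37 °C. Each well was multiplexed: SteadyGlo luminescence measured ATXN2-luciferase expression after a fluorogenic Gly-Phe-AFC viability readout (25 uM final).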
# MCF10A rerep – A quantitative high throughput screen for small molecules that induce DNA re-replication in MCF 10a normal breast cells. MCF 10A DNA re-replication, Hoechst nuclear intensity, 48 h. Potency, µM (series often up to 46.1 µM), for the others: top-dose activity, positive = re-replication, most hits filed as activators. hit rate 2.9% among 350,000. AID 624296, 2012; further: potency means the concentration at half of the fitted maximal effect; % of control where 0% means no effect; nearly all actives have a fitted effect of over 50% in size
# HT1080 IDH1KD tx – qHTS for induction of synthetic lethality in tumor cells producing 2HG: qHTS for the HT-1080-IDH1KD cell line; Potency, µM (highest dose often 46.1 µM), for inactives: top-dose activity, negative = toxicity, hits mostly cytotoxic; HT-1080 IDH1 knockdown viability, ATP luminescence, 48 h; AID 686971, 2013; hit rate 2% among 360,000;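 further: potency means the concentration at half of the fitted maximal effect; 0% = DMSO wells and -100% = cell-free medium wells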
#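 In this qHTS, HT-1080 cells depleted of IDH1 are exposed for 48 h at 37 °C to compound titrations. Toxicity is scored from CellTiter-Glo luminescence, with DMSO as full viability and medium alone as none.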
# S2 tox – Viability Counterscreen for Primary qHTS for Inhibitors of ATXN expression | S2 cells (HEK-293 line with an ATXN2-luciferase reporter) viability, CellTiter-Fluor protease fluorescence, 24 h | Potency, µM (series often up to 56.7 µM), usual class: cytotoxic | hit rate 0.49% among 400,000 | AID 651635, 2014; further: potency means the concentration at half of the fitted maximal effect; nearly all actives have a fitted effect of over 40% in size
# KB-3-1 tox – qHTS assay for MDR1-selective chemotherapeutics: Primary screen using the parental adenocarcinoma cell KB-3-1; KB-3-1 viability, CellTiter-Glo ATP luminescence, 72 h; Potency, µM (top dose mostly 46.1 µM), inactives show at the top dose activity change, negative = cytotoxic, actives largely listed as cytotoxic; hit rate 1.4% among 400,000; AID 1347075, 2019; further: potency means the concentration at half of the fitted maximal effect; on the % scale 0 is the no-effect control and ±100 the full control effect; nearly all actives have a fitted effect of over 60% in size
#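 72 h, 37 °C compound treatment of KB-3-1 parental cells; CellTiter-Glo added, 10 min, luminescence read. Data corrected against DMSO-only plates and normalized before curve fitting.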
# SW480 rerep – A quantitative high throughput screen for small molecules that induce DNA re-replication in SW480 colon adenocarcinoma cells; SW480 DNA re-replication, Hoechst DNA content imaging, 48 h; Potency, µM (doses to about 46.1 µM), inactives show top-dose re-replication activation, actives largely listed as activators; hit rate 1.8% among 340,000; further: potency means the concentration at half of the fitted maximal effect; % of control where 0% means no effect; nearly all actives have a fitted effect of over 55% in size
#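 Per well, 250 cells were exposed to pinned compound for 48 hr. Nuclear DNA was visualised with Hoechst (40 min, 37 C) and total object intensity recorded by fluorescence scanning.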
# IL1B secr inh – qHTS for Inhibitors of Inflammasome Signaling: IL-1-beta AlphaLISA Primary Screen; THP-1 LPS/ATP IL-1B secretion, AlphaLISA, 16 h; stronger effect = lower value; activity change, % at 57.5 µM; hit rate 4.7% among 360,000; in the data active means activity change below about -50%; inconclusive means mostly about -30% to -49%; further: on the % scale 0 is the no-effect control and ±100 the full control effect
#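 THP-1 cells pretreated 1 hr with compounds (up to 57.5 uM final), then stimulated with LPS (250 ng/mL final) plus ATP (1.25 mM final); secreted IL-1B measured by AlphaLISA after 16 hr, decreased signal indicating inhibition.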
# HepG2 tox – qHTS for Inhibitors of TGF-b: Cytotox Counterscreen; Potency, µM (series often up to 46.1 µM), without a hit: at the top dose activity change, negative = cytotoxicity, usual class: cytotoxic; AID 588856, 2011; HepG2 CAGA-GFP viability, ATP luminescence, 18 h; hit rate 0.76% among 410,000; further: potency means the concentration at half of the fitted maximal effect; some results filed as inactive show a strong effect at the top dose
#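 HepG2 CAGA-GFP cells (1000/well, DMEM with 1% FBS) received compound, then TGF-beta at 500 pg/mL final, and were incubated 18 hours at 37 degrees C. Viability was read by CellTiter-Glo luminescence. Media-only wells were set as complete cell-killing and DMSO as no toxicity.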
# * = called active by the depositor; i = inactive; ? = inconclusive; . = not tested or not shown; & = joins results of further samples; [ ] = dose if it differs, or a comment. Unless noted, the call rests on the fitted dose curve; in most records, active means well fitted curve in the direction sought with a large enough effect; inconclusive means small, poorly fitted or top-dose-only effect, or another doubt; inactive means no such curve, though single readings can be large; an effect the other way counts as inactive or inconclusive.
SMILES,HT1080-NT tox,ATXN2 expr inh,MCF10A rerep,HT1080 IDH1KD tx,S2 tox,KB-3-1 tox,SW480 rerep,IL1B secr inh,HepG2 tox
C=CCNC(=O)NC(=O)CSc1nnc(C(F)(F)F)n1C,4%,.,0%,12%,i,12%,3%,55,6%
C/C(=N/Nc1cc(-c2ccccc2)nc(-c2ccccc2)n1)c1ccc(O)cc1,-16%,-7%,18µM*,?,?,?,-2%,-105*,-112%
N#Cc1c(NC(=O)COC(=O)c2ccc(O)cc2O)sc2c1CCC2,4%,7%,?,7%,i,9%,10%,18,1%
Cc1ccc(-c2nc3ncccn3c2Nc2ccc3c(c2)OCCO3)cc1,2%,32%&18%,-1%,5%,?,11%&9%,1%,-25,-49%&-14%
CN(Cc1ccc(-n2cccn2)cc1)Cc1cn(C)nc1-c1ccccc1F,3%,-13%,-1%,0%,i,-2%,1%,-16,-33%
Cc1cc(C)cc(N(C(C)C(=O)N2CCCCC2)S(C)(=O)=O)c1 (configuration not stated),12%,-3%,-2%,5%,i,-3%,-6%[9.22 µM],-3,-1%
C/C=C/C(=O)Nc1ccccc1Br,9%,2%,2%,1%,i,6%,1%,-4,-35%
O=C(CN1c2cccc3cccc(c23)S1(=O)=O)NCCc1ccc(F)cc1,0%,-2%,-2%,-2%,i,-3%,-14%,45,-7%
COc1cccc(NC(=O)CN(C)C(=O)CC2CC3CCC2C3)c1 (configuration not stated),-6%,2%,15%,-7%,i,-9%,-2%,16,-5%
O=C(Nc1cc(Br)ccc1O)c1cnn2c(C(F)F)cc(C3CC3)nc12,-10%,8%,?,-11%,i,-20%,18%,6,-3%
CC(C)C[C@@H]1COc2cc(N3CCSCC3)ccc2S(=O)(=O)N1,14%,15%,.,16%,i,4%,.,-4,.
Cc1cc(C(=O)Cn2nc(C(=O)O)c3ccccc3c2=O)c(C)n1CC(F)(F)F,-12%,18%,0%,-20%,i,1%,-4%,-2,-16%
CC1CCCN(S(=O)(=O)c2ccc(S(=O)(=O)NC(C)c3cccs3)cc2)C1 (configuration not stated),-17%,-7%,1%,-1%,i,15%,-4%,39,-15%
O=C(Cc1cccc(NC(=O)C2CCCN(C(=O)CCc3ccccc3)C2)c1)Nc1cccc(C(=O)N2CCCCC2)c1 (configuration not stated),-3%,-23%,-13%,0%,?,0%,3%,-21,-24%
O=C(Nc1ccc(N2CCOCC2)cc1)C1CCCN(S(=O)(=O)c2ccccc2)C1 (configuration not stated),-1%,-2%,2%,-6%,i,5%,-4%,17,-14%
O=c1[nH]c(Cc2cccc(C(F)(F)F)c2)nc2ccccc12,1%,.,1%,-7%,i,-13%,?,3,-36%
O=C(O)c1ccc(Nc2c3ccccc3nc3ccccc23)cc1,-18%,7%,21µM*,-14%,.,-2%,?,-13,-29%
Cc1cc(Br)ccc1NC(=O)CNC(=O)COc1ccccc1C,10%,2%,-2%,17%,i,-2%,141%,-6,-10%
Cn1c(N)c(C#N)c2c(c1=S)COC(C)(C)C2,5%,0%,-3%,3%,i,29%,105%,-2,-48%
O=c1c(Cl)c(Cl)cnn1Cc1nnc(-c2ccccc2Br)o1,12µM*,?,3.3µM*,9.2µM*,.,-30%,4.6µM*,-96*,-85%
O=C(Cc1cccs1)N1CCCC(c2nc(-c3ccc(S(=O)(=O)N4CCCC4)cc3)no2)C1 (configuration not stated),-2%,-15%,?,-3%,i,-17%,19%,-18,-21%
COc1ccc(C2CC(=O)Nc3c2c(C)nn3-c2nncc(-c3ccc(C)cc3)n2)c(OC)c1OC (configuration not stated),.,6%,.,.,i,-15%,.,.,-15%
COc1cccc(C(=O)N2c3ccccc3Sc3ccccc32)c1,-4%,13%,?,?,i,?,?,-11,-27%
COC(=O)c1ccccc1NC(=O)C1CCN(C(=O)c2cc(OC)c(OC)c(OC)c2)CC1,-4%,6%,-2%,-2%,i,10%,-6%[9.22 µM],9,-14%
COc1ccc(/C=C/C(=O)N2c3ccccc3Sc3ccc(C(F)(F)F)cc32)cc1,-2%,-17%,9%,-11%,i,-14%,0%,-3,1%

# Further results.
SMILES,HT1080-NT tox,ATXN2 expr inh,MCF10A rerep,HT1080 IDH1KD tx,S2 tox,KB-3-1 tox,SW480 rerep,IL1B secr inh,HepG2 tox
COCCn1c(SCC(N)=O)nnc1-c1c[nH]c2ccccc12,0%,6%,-1%,1%,i,13%,0%,9,-43%
COc1ccc([N+](=O)[O-])cc1N(CC(=O)N1CCOCC1)S(C)(=O)=O,14%,3%,-3%,11%,i,8%,2%,0,0%
O=C(CN(C1CCCCC1)S(=O)(=O)c1ccccc1)NCC1CCCO1 (configuration not stated),0%,-8%,-3%,-1%,i,5%,-1%,1,-1%
O=C(Cn1c2[n+](c3ccc(C(F)(F)F)cc31)CCCCC2)Nc1ccc(Br)cc1,2%,.,3%,9%,i,1%,-5%,0,-2%
CCC(C)c1ccccc1OCCOCCN1CCCC1 (configuration not stated),5%,-6%,?,2%,i,0%,-3%,-6,-15%
COC(=O)CSc1nc(SC)nc2c1sc1nc(-c3ccco3)c3c(c12)CC(C)(C)OC3,12%,2%,1%,18%,i,0%,-2%,27,-21%
O=C(NCc1cccc(C(F)(F)F)c1)c1ccc2sc(COCCO)nc2c1,0%,-2%,.,-7%,i,0%,.,29,2%
O=S(=O)(Nc1ccc2cn[nH]c2c1)c1ccc(Cl)s1,-1%,-1%,?,-30%,i,1%,-2%,39,-3%
CCCCN(CC)c1nc(-c2ccncc2)nc2ccccc12,?,66%[activator],?,?,i,?,?,-15,-112%
COc1ccccc1/C=C(/C(=O)OCC(=O)Nc1ccccc1C(C)C)c1ccccc1,-26%,.,22%,-13%,i,-10%,2%,-11,-35%
COC(=O)c1ccc(C2=NOC(C)(c3nnc(Cc4ccccc4)o3)C2)cc1 (configuration not stated),-9%,-4%,31%,3%,i,0%,-20%,35,-11%
COC(=O)C1CCN(C(=O)/C=C/c2ccc(OC)cc2)CC1,-17%,-8%,3%,-16%,i,-12%,-6%[9.22 µM],14,-24%
Cc1ccc(S(=O)(=O)N2CCN(C(=O)c3ccccn3)CC2)cc1,-2%,.,3%,-8%,.,-13%,-37%[inhibitor],-10,4%
Cc1ccccc1C(=O)Nc1ccnn1C1CCN(Cc2ccccn2)CC1,1%,-5%,0%,-3%,i,.,-4%,-8,-32%
Cc1cccc(NC(=O)CSc2nnnn2C)n1,5%,1%,?,4%,i,8%,-6%,-3,-2%
Cc1ccc(C)c(OC(=O)c2cccnc2Cl)c1C,-7%,18%,3%,-4%,i,0%,-4%,-10,0%
COc1ccc(/C=C/C(=O)NC(=S)N2CCN(c3ccccc3OC)CC2)cc1,-1%,67%[activator],13%,-1%,i,0%,10%,15,1%
CC1CCN(C(=O)CSc2nnc(-c3ccncc3)n2C)CC1,9%,3%,-4%,12%,i,-9%,-1%,-5,2%
COc1ccccc1NC(=O)CSc1nnc(CSc2nc(C)cc(C)n2)o1,2%,8%[11.3 µM],7%,13%,i,28%,2%,33,3%
C=C(C)Cn1c(-c2ccccc2)nc2ccccc21,2%,73%[activator],14%,-13%,i,1%,3%,-27,-32%
O=C(CN1CCN(c2ccc(F)cc2)CC1)NC(=O)NCc1ccco1,-6%,-18%,-32%[inhibitor],0%,i,1%,-3%,-4,-14%
CC(C)C[C@@H]1COc2cc(N3CC[C@H](O)C3)ccc2S(=O)(=O)N1,17%,10%,.,10%,i,13%,.,50,.
COCCN(C(=O)c1csnn1)C(C(=O)NC1CCCC1)c1ccccc1 (configuration not stated),1%,12%,-16%,1%,i,-3%,-17%,19,-18%
Cc1ccc(S(=O)(=O)N2C[C@H]3C(=O)C[C@@H](c4ccc(Cl)cc4)N(S(=O)(=O)c4ccccc4C)[C@H]3C[C@H]2c2ccc(Cl)cc2)cc1,1%,-9%,.,12%,i,1%,.,-2,4%
O=C1NC[C@@H](CCCCN2C[C@H](Cc3ccc(O)cc3)N(CCC3CCCCC3)C(=O)C2=O)N(CCC2CCCCC2)C1=O,?,-22%,.,?,?,6%,.,-26,.
CCc1ccc(C2C(C#N)=C(N)SC(N)=C2C#N)cc1,?,-9%,9%,-12%,i,-4%,28%,34,-8%
CCN(CC)S(=O)(=O)c1ccc(N2CCCC2)c(NC(=O)c2ccccc2OC)c1,-2%,10%,0%,-6%,?,-10%,6%,-2,-30%
O=C(CSc1nnc(NC(=O)c2ccccc2F)s1)NC1CCCC1,-4%,5%,2%,-10%,i,0%,-1%,0,1%
CCN(CC)S(=O)(=O)c1ccc(N2CCOCC2)c(NC(=O)C(C)Oc2ccc(F)cc2)c1 (configuration not stated),0%,-9%,1%,2%,i,-2%,6%,-2,-27%
CCOP(=O)(OCC)C(NC(=O)Nc1ccc(C)c(Cl)c1)c1ccccc1 (configuration not stated),-3%,.,9%&-15%,-15%,i,-1%,8%&12%,-2,-17%

# Given with bars between the fields: part of the list above
Structure | HT1080-NT tox | ATXN2 expr inh | MCF10A rerep | HT1080 IDH1KD tx | S2 tox | KB-3-1 tox | SW480 rerep | IL1B secr inh | HepG2 tox
O=C(CSc1nnc(NC(=O)c2ccccc2F)s1)NC1CCCC1 | -4% | 5% | 2% | -10% | i | 0% | -1% | 0 | 1%
COc1cccc(NC(=O)CN(C)C(=O)CC2CC3CCC2C3)c1 (configuration not stated) | -6% | 2% | 15% | -7% | i | -9% | -2% | 16 | -5%
O=C(CN1CCN(c2ccc(F)cc2)CC1)NC(=O)NCc1ccco1 | -6% | -18% | -32%[inhibitor] | 0% | i | 1% | -3% | -4 | -14%
